Screening results: PubChem BioAssay, National Center for Advancing Translational Sciences (NCATS)
12-hLO inh = qHTS Assay for Inhibitors of 12-hLO (12-human lipoxygenase) | 150,000 compounds, 0.12% hits | Potency, µM (doses to about 57.1 µM), inactives show at the highest dose activity change, negative = inhibition, hits mostly inhibitors | AID 1452, 2008 | purified 12-hLO, xylenol orange hydroperoxide absorbance; note: potency is the fitted concentration of half-maximal effect; nearly all actives have a fitted effect of over 55% in size; many of its hits are not listed in these tables
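150 nM 12hLO, 25 mM Hepes pH 7.0 + 0.01% Triton X-100; cpd preinc 15 min RT; 40 uM arachidonic acid, 30 min RT; Fe-XO 30 min; A573/A405 ratio as read-out.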
IMPase cell inh = qHTS Assay for Identifying the Cell-Membrane Permeable IMPase Inhibitors; Inositol monophosphatase 1 (Rattus norvegicus), P97697; CHO-M1 cells, IP1 accumulation, HTRF TR-FRET ratio; inhibition (IP1 accumulation), % at 46.1 µM; 120,000 tested, under 10 active; AID 901, 2007; active = well fitted curve in the direction sought with a large enough effect in the signal ratio, not every such curve was filed as active; inconclusive = small, poorly fitted or top-dose-only effect, or a change in a side signal; inactive = no such curve, though single readings can be large or run the other way; the % refers to the signal ratio;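 note: cells stimulated with carbachol in lithium chloride buffer; plate controls were DMSO basal wells for no effect and reference inhibitor wells for full effect; higher means more IMPase inhibition seen as more IP1 and lower FRET ratio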
Target sequence (P97697 whole entry, looked up): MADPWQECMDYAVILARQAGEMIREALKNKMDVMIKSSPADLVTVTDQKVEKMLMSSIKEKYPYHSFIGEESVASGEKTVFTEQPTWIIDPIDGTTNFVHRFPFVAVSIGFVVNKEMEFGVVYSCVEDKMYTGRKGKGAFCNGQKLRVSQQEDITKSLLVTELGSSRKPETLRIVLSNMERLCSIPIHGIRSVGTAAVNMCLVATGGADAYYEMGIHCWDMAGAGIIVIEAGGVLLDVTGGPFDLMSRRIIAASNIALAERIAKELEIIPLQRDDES
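Seeded CHO-M1 cells were dosed with compound at up to 46 uM, stimulated with carbachol for 30 min, then lysed in IP-One detection reagents. Higher IP1 lowers the TR-FRET signal.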
PNC inhibitor = High Content Assay for Compounds that inhibit the Assembly of the Perinucleolar Compartment; activity change (PNC), negative = inhibition, % at 10 µM; PC3M PTB-GFP, PNC prevalence imaging, 16 h; stronger effect = lower value; 140,000 compounds, 3.1% hits;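 active = readout at or below -70, meaning at least 70% loss of cells showing the perinucleolar compartment, a nuclear body marking cancer cells; inconclusive = readout between -30 and a set limit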;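 note: plate controls were DMSO wells for no effect and camptothecin positive control wells for full effect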
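PC3M cells stably expressing PTB-GFP, 750–1000 cells/well, treated 16 h at 37 °C with compound (23 nl of library stock), in duplicate. After paraformaldehyde fixation and Hoechst stain, imaged at 20x; PNC prevalence scored by image analysis.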
ALOX15B inhib = qHTS Assay for Inhibitors of 15-hLO-2 (15-human lipoxygenase 2); Polyunsaturated fatty acid lipoxygenase ALOX15B (Homo sapiens), O15296; purified 15hLO-2, xylenol orange hydroperoxide absorbance; Potency, µM (top dose mostly 57.1 µM), without a hit: top-dose activity change, negative = inhibition, most hits filed as inhibitors; 110,000 compounds, 0.56% hits; note: potency is the fitted concentration of half-maximal effect; nearly all actives have a fitted effect of over 60% in size; many of its hits are not listed in these tables
Target sequence (O15296 whole entry, looked up): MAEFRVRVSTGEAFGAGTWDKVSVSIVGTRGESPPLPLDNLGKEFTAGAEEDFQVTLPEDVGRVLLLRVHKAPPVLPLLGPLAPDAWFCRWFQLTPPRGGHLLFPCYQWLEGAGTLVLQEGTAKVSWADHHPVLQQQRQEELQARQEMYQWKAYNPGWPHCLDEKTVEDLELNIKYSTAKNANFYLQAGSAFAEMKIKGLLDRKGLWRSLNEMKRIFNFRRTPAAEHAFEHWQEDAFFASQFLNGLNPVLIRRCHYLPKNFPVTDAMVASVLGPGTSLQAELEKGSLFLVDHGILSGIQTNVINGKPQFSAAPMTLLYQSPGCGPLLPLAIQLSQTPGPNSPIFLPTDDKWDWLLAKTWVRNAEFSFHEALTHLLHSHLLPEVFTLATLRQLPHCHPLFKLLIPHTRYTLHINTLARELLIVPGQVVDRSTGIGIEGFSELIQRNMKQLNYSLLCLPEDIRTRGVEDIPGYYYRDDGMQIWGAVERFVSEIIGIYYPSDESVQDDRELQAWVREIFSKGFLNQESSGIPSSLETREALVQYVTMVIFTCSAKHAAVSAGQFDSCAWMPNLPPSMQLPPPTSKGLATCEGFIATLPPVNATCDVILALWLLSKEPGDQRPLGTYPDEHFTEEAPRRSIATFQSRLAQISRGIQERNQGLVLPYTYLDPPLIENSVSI
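Screening format was qHTS against 50 nM purified 15hLO-2 in Hepes pH 7.5 with detergent. Activity follows hydroperoxide formation from 45 uM arachidonic acid, measured as 573:405 nm absorbance ratio of the ferric-xylenol orange complex.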
Numbers without * were called inactive; ? = inconclusive; . = not tested or not shown; [ ] = another dose, or the depositor's remark. Unless noted, calls come from the whole dose curve; as a rule, active = well fitted curve in the direction sought with a large enough effect; inconclusive = small, poorly fitted or top-dose-only effect, or another doubt; inactive = no such curve, though single readings can be large; an effect the other way counts as inactive or inconclusive. Unless noted, % is set by controls: 0 for no effect and ±100 for the full control effect. Some of the compounds tested, so the mix of outcomes need not match the whole.

SMILES	12-hLO inh	IMPase cell inh	PNC inhibitor	ALOX15B inhib
O=C(NC(NC(=S)Nc1ccc(Cl)cc1)C(Cl)(Cl)Cl)c1ccco1 (centres undefined)	-12%	.	4	.
COc1cc(/C=C/C(=O)OCC(=O)N2CCC(Cc3ccccc3)CC2)ccc1O	-1%	.	9	.
O=C(CS(=O)(=O)c1cn(Cc2cccc(F)c2)c2ccccc12)N1CCOCC1	-5%	11	-1	-7%
O=C(COC(=O)CNC(=O)c1cccc([N+](=O)[O-])c1)Nc1ccccc1OC(F)F	-10%	.	-17	.
CCN(C(=O)CN1CCN(c2ccccc2O)CC1)c1c(N)n(Cc2ccccc2)c(=O)[nH]c1=O	-15%	3	4	5%
NS(=O)(=O)c1cccnc1Nc1cccc(Cl)c1	-1%	-2	?	3%
COc1ccc2cc(C(c3nnnn3CCc3ccccc3)N3CCC(O)CC3)c(=O)[nH]c2c1 (centres undefined)	4%	3	106	-3%
Cc1cccc(-n2nnc(C(=O)NCc3ccco3)c2N)c1	0%	0	30	-6%
O=C(CSc1nc2ccccc2c(=O)[nH]1)c1cccs1	-1%	-9	?	-7%
O=[N+]([O-])c1cccc(-c2cc3cccc[n+]3cc2-c2cccc([N+](=O)[O-])c2)c1	4%	.	44	.
CCC(C)CCCCC(=O)NC(CCN)C(=O)NC(C(=O)NC(CCN)C(=O)NC1CCNC(=O)C(C(C)O)NC(=O)C(CCN)NC(=O)C(CCN)NC(=O)C(CC(C)C)NC(=O)C(Cc2ccccc2)NC(=O)C(CCN)NC1=O)C(C)O (centres undefined)	?	.	.	52%[activator]
COc1ccc(-c2cc(C(F)(F)F)nc(SCCC(=O)N3CCN4CCCC4C3)n2)cc1 (centres undefined)	-11%	-7[1.84 µM]	-26	-8%[11.4 µM]
CCOc1ccc(NC(=S)NCCCN2CCN(C3CCCCC3)CC2)cc1	-2%	.	62	.
O=c1[nH]c2cc(Cl)ccc2c(O)c1-c1ccc(Oc2ccccc2)cc1	-1%	?	.	-23%
Cc1cccc2cc(C(c3nnnn3Cc3ccc4c(c3)OCO4)N3CCCC3)c(=O)[nH]c12 (centres undefined)	-21%	-3	17	-13%
COc1ccccc1C1C(C(N)=O)=C(C)Nc2ncnn21 (centres undefined)	5%	6	?	-4%
Cc1sccc1C1C(C#N)=C(N)SC(N)=C1C#N	-25%	?	19	?
O=C(COC(=O)CCC1CCCC1)Nc1nc2c(F)c(F)c(F)cc2s1	3%	0	-26	.
COc1ccccc1[C@@H]1C(c2cccc(C)c2)=NN(c2ccc(Br)cc2)[C@H]1C(=O)N1CCOC1=O	1%[0.00818 µM]	.	.	-15%[0.0915 µM]
COc1ccc2nc(/N=C/c3c(C)[nH]n(-c4ccc(C)cc4)c3=O)sc2c1	-6%	-5	74	.
O=C(CSCc1ccc(Cl)cc1)N1CCOCC1	1%	.	17	.
CCn1c(CNc2ccccc2Cl)nnc1SCCN1CCCCC1	-2%	27	-7	22%
O=C(COC(=O)C1CCC1)Nc1ccccc1Sc1ccccc1	0%	14	-17	.
c1ccc(-c2cc(-c3nnc4n3N=C(c3ccc5ccccc5c3)CS4)[nH]n2)cc1	2%	2	?	-29%
COc1ccc(CCNC(=O)c2cnn3ccccc23)c(OC)c1OC	7%	-3	?	-2%
Next section:
SMILES	12-hLO inh	IMPase cell inh	PNC inhibitor	ALOX15B inhib
Cc1ccc(S(=O)(=O)N2CCN(c3ncnc4c3cnn4-c3ccccc3)CC2)cc1	-4%	5	22	1%
O=C(O)Cn1cc(C(=O)c2ccco2)c2ccccc21	12%	?	-23	2%
Cc1cc([N+](=O)[O-])cc2c1-c1ncccc1C2=Nc1ccccc1	0%	.	46	.
COc1ccc(N(CC(=O)Nc2ccc(S(=O)(=O)N3CCOCC3)cc2)S(=O)(=O)c2ccccc2)cc1	-4%	?	?	-8%
COc1cccc(CNCCSc2nnnn2C)c1OC	4%	-7	26	-5%
CCOC(=O)c1cnn(-c2ccccc2)c1-n1cccc1	5%	11	12	0%
COc1cc(N(C(=O)Cc2cccs2)C(C(=O)NC2CCCCC2)c2cccc(OC)c2OC)ccc1-n1cnnn1 (centres undefined)	0%	.	24	.
O=C1[C@@H]2Cc3c([nH]c4ccccc34)[C@@H](c3ccccc3)N2C(=O)[C@@H]2Cc3c([nH]c4ccccc34)[C@@H](c3ccccc3)N12	-9%	.	48	.
CC(=O)c1cccc(NC(=O)CN(C2CCCCC2)S(C)(=O)=O)c1	-6%	-8	37	-2%
Cc1cc(C)nc(SCc2nnc(SCC(=O)Nc3ccc(Cl)c(C(F)(F)F)c3)o2)n1	-9%	12	-5	11%
CC(C)c1nnc(NC(=O)CSc2ccccc2)s1	-2%	1	?	-18%
Cc1ccc(Sc2ncccc2C(=O)O)cc1	0%	.	?	.
O=C(Nc1ccc(Cl)cc1)N(CCCN1CCOCC1)Cc1cccs1	0%	4	5	15%
CCCCC(=O)Nc1ccc2c(c1)nc1n2CCOC1	-2%	-3	-12	8%
O=C(O)C1CCCN1c1ncccn1 (centres undefined)	-3%	14	-2	-3%
NS(=O)(=O)c1ccc(NS(=O)(=O)/C=C/c2ccccc2)cc1	-5%	1	-6	1%
Cc1ccc(O)c(CNc2ccccn2)c1	3%	-8	-4	2%
CCC1S/C(=N\S(=O)(=O)c2cccs2)N(C2CCCCC2)C1=O (centres undefined)	0%	-1	35	1%
Cc1ccc(OCc2cn3cccnc3n2)cc1	-3%	.	?	.
CN(Cc1ccccc1)C(=O)CCCn1c(=O)[nH]c2cc(Cl)ccc2c1=O	-1%	-2	51	-8%
Cn1c(O)c(C2=c3ccccc3=NC2=O)sc1=Nc1ccc(Cl)cc1	-3%	-5	?	.
Cc1c(NC(=O)C2Cc3ccccc3CN2C(=O)c2ccco2)c(=O)n(-c2ccccc2)n1C (centres undefined)	6%	5	1	6%
N/C(Cc1ccc([N+](=O)[O-])cc1)=N\OC(=O)CC1CCCCC1	-7%	.	-3	.
Cc1ccc(S(=O)(=O)N2CCN(CC(=O)Nc3ccc(N4CCOCC4)cc3)CC2)cc1C	2%	.	46	.
CC(C)NC(=O)CSc1nc(N)c(NC(=O)c2ccccc2F)c(=O)[nH]1	0%	.	-91*	.
(continued)
SMILES	12-hLO inh	IMPase cell inh	PNC inhibitor	ALOX15B inhib
CC(C)OCC1CC(CC(=O)NC(=S)Nc2cccc([N+](=O)[O-])c2)C(=O)O1 (centres undefined)	0%	-8	-100*	.
COc1ccc(-n2c(C)nc3c(cnn3-c3ccc(Cl)cc3)c2=O)cc1	-2%	9	4	5%
CN(C)S(=O)(=O)N1CCN(C(=O)c2cccc(Br)c2)CC1	2%	3	-10	2%
O=C(NCc1ccccc1)C(=O)NCC1COc2ccccc2O1 (centres undefined)	1%	-3[0.369 µM]	-7	.
COc1ccccc1Nc1nc(N)nc(CN2CCN(Cc3ccccc3)CC2)n1	-5%	1	11	42%[activator]
O=C(Nc1ccccc1C(F)(F)F)c1cc(-c2ccc(O)cc2)on1	-9%	6	13	-1%
CC1CCc2c(sc3nc(CN4CCN(S(=O)(=O)c5ccccc5[N+](=O)[O-])CC4)[nH]c(=O)c23)C1 (centres undefined)	-5%	-3	-25	.
O=C(CSc1nnnn1-c1cccc2c1CCCC2)N1CCOCC1	-8%	7	-19	-4%
C=CCN1C(=Nc2ccccc2)SC/C1=C\C(=O)OC	-6%	3	-7	5%
NNC(=O)c1cccc(O)c1	-1%	-1	7	.
CCOC(=O)CCCCC(=O)NC(CO)C(=O)NC (centres undefined)	-4%	-8	-11	-3%
COc1ccc(-n2c(C)cc(-c3csc(NC(=O)c4ccc(S(=O)(=O)N(C)C)cc4)n3)c2C)cc1	-2%	.	10	.
O=S(=O)(c1ccccc1)c1nc(-c2ccco2)oc1Nc1ccccc1	-2%	.	-21	.
N#Cc1ccc(Cl)cc1NC(=O)COC(=O)c1ccc2c(c1)OCCO2	-11%	-2	-24	-1%
N#Cc1cccc(NC(=O)COC(=O)c2ccccc2Sc2ccccc2C#N)c1	0%	-2	?	.
Cc1ccc(-n2cc[nH]c2=S)cc1C	-3%	.	35	.
CC1(C)CC(=O)C(C(=S)Nc2ccc(F)cc2)=C(NCCN2CCOCC2)C1	-2%	-3	13	.
CS(=O)(=O)N1CCC2(CCN(Cc3ccc(C#N)cc3)CC2)CC1	-1%	.	.	3%
Cc1ccc(/C=C/C(=O)Nc2nnc(SCc3ccc(C#N)cc3)s2)o1	-4%	5	21	.
CCN1C(=O)C(CC(=O)Nc2ccc(OC)cc2)N(Cc2cccs2)C1=S (centres undefined)	-1%	1	-8	-15%
COc1cc(-c2nc(-c3ccncc3)no2)cc(OC)c1OC	-2%	?	?	2%
Cc1cc(=O)oc2cc(OCc3cc4c(cc3Cl)OCO4)ccc12	-11%	8	?	-15%
O=C1CC(C(=O)Nc2ccccc2)S/C(=N\N=C\c2ccco2)N1 (centres undefined)	5%	4	?	.
CC1CCCC(NC(=O)c2ccc3c(=O)n(CC4CCCO4)c(=O)[nH]c3c2)C1C (centres undefined)	-5%	2	-7	2%
COC(=O)c1ccccc1S(=O)(=O)N(Cc1ccco1)Cc1cc2cc(OC)ccc2[nH]c1=O	-7%	-5	5	-3%

Reprinted from the part before: 4 compounds, then new ones.
SMILES	12-hLO inh	IMPase cell inh	PNC inhibitor	ALOX15B inhib
Cc1cc(=O)oc2cc(OCc3cc4c(cc3Cl)OCO4)ccc12	-11%	8	?	-15%
O=C1CC(C(=O)Nc2ccccc2)S/C(=N\N=C\c2ccco2)N1 (centres undefined)	5%	4	?	.
CC1CCCC(NC(=O)c2ccc3c(=O)n(CC4CCCO4)c(=O)[nH]c3c2)C1C (centres undefined)	-5%	2	-7	2%
COC(=O)c1ccccc1S(=O)(=O)N(Cc1ccco1)Cc1cc2cc(OC)ccc2[nH]c1=O	-7%	-5	5	-3%
O=C(N/N=C\c1ccc(Cl)s1)c1ccc(Cn2cccn2)o1	2%	.	55	.
Cc1cc(C(=O)Nc2cccnc2)cs1	6%	3	4	3%
S=C(Nc1ccccc1)N1CCn2c1nc1ccccc12	-1%	8	-2	13%
CCOC(=O)c1nnn(-c2nonc2N)c1CN1CCc2ccccc2C1	-4%	5	-83*	-2%
CC(C)(C)C1CCc2[nH]c3ccccc3c(=O)c2C1 (centres undefined)	5%	-8	-24	0%
N#CCCN1CCNCC1	2%	6	-14	-2%
CC1CCN(C(=O)c2ccc(NS(C)(=O)=O)cc2)CC1	-7%	7	-18	1%
Cc1c(NC(=O)C(CC(=O)O)NCc2ccco2)c(=O)n(-c2ccccc2)n1C (centres undefined)	2%	-17	37	.
O=C(NCc1ccccc1)C(=O)NCC1OCCN1S(=O)(=O)c1ccc2c(c1)OCCO2 (centres undefined)	0%	.	58	.
C=CCOC(=O)C1=C(C)NC(=O)NC1/C=C/c1ccccc1 (centres undefined)	0%	-4	-13	-3%
CC(=O)c1ccc(NC(=O)CCNS(=O)(=O)c2cccc3nonc23)cc1	-3%	-11	-25	-4%
CCn1c(-c2ccc(Cl)cc2)n[nH]c1=S	-3%	-10	2	6%
CCN(CC)C(=O)c1sc(N)c(C#N)c1C	-3%	0	-95*	6%
O=S(=O)(NC1CCCC1)c1ccccc1Cl	10%	-1	-4	.
CCOc1ccc(-c2nc(C#N)c(N3CCOCC3)o2)cc1	-2%	0	5	-1%
CCN(CC)CCNC(=O)c1ccccn1	-5%	3	44	-6%

An excerpt from above in order of the PNC inhibitor value, largest number first:
mol	12-hLO inh	PNC inhibitor	ALOX15B inhib
O=C(N/N=C\c1ccc(Cl)s1)c1ccc(Cn2cccn2)o1	2%	55	.
CCN(CC)CCNC(=O)c1ccccn1	-5%	44	-6%
O=S(=O)(NC1CCCC1)c1ccccc1Cl	10%	-4	.
